# Compound activity as filed in PubChem BioAssay.
# GPR151 ag = human GPR151 activation. PathHunter beta-arrestin GPR151 cells, luminescence. Q8TDV0. activation, % at 11.2 µM. hit rate 1% among 650,000; in the data active = activation above about 4.9%;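 also: 0% = median of compound wells and 100% = cells with positive control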
# TEAD-YAP block = TEAD-YAP interaction inhibition; inhibition, % at 9.12 µM; hit rate 1.4% among 640,000; HEK-TIYL cells, TEAD-Gal4/YAP UAS-luciferase luminescence; in the data active = inhibition above about 32%;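 also: 0% = median of test compound wells and 100% = reference inhibitor wells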
# FBW7 activator = human FBW7 E3 ligase activation, primary screen; Q969H0; normalized activity (activation), % at 26.1 µM; hit rate 0.13% among 650,000; AlphaScreen FBW7–phospho-cyclin E peptide binding, activator screen; in the data active = normalized activity above about 1.9%;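 also: purified mutant Fbw7 with reduced substrate affinity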
# Target sequence (Q969H0 whole entry, looked up): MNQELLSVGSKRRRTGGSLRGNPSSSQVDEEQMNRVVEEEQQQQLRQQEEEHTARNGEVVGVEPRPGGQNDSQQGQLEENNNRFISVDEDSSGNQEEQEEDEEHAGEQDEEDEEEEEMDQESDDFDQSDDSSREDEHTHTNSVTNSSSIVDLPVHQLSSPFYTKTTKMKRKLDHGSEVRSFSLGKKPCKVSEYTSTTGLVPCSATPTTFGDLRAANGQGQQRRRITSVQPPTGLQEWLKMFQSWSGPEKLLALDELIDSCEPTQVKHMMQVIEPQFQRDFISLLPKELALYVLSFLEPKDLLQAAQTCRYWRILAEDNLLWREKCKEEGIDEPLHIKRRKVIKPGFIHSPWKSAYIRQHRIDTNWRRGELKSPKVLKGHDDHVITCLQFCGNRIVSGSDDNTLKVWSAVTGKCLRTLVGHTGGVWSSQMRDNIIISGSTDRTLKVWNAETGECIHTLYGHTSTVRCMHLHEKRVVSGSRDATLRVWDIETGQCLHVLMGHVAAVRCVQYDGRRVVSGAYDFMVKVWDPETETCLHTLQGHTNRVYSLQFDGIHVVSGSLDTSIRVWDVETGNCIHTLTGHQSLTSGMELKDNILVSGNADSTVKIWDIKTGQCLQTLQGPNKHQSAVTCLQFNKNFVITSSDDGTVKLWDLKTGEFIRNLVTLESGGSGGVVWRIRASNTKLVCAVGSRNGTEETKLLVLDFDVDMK
# MITF inh = human MITF inhibition, primary screen | O75030 | AlphaScreen MITF homodimerization, bead proximity signal | inhibition, % at 2.6 µM | hit rate 0.91% among 650,000; in the data active = inhibition above about 50%;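 also: 0% = vehicle wells with protein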
# * marks the source's active call; other numbers are inactive results.
SMILES,GPR151 ag,TEAD-YAP block,FBW7 activator,MITF inh
O=C(CCCn1c(SCc2nc3ccccc3[nH]2)nc2ccsc2c1=O)NCCc1ccccc1,-1.4,-6,0.1,3
Cc1ccc(Cn2c(=N)n(CC(=O)c3ccc(Cl)c(Cl)c3)c3ccccc32)cc1,1.1,-25,0.8,-12
CCCNS(=O)(=O)c1ccc(CCC(=O)N2CCC(C(=O)OCC)CC2)cc1,1.6,11,-0.2,0
CC(NC(=O)c1ccccc1NC(=O)C(C)(C)C)C(=O)Nc1ccccc1 (configuration not stated),-1.6,10,0.0,4
Cc1nonc1CN(C)C(=O)C1CC(C(c2ccccc2)c2ccccc2)=NO1 (configuration not stated),1.1,-1,0.0,20
CCNS(=O)(=O)c1ccc(NC(=O)CC(C)c2ccccc2)cc1 (configuration not stated),0.9,4,-0.1,9
CCOC(=O)C1=C(N)N(c2cccc([N+](=O)[O-])c2)C2=C(C(=O)CCC2)C1c1ccc(Cl)cc1 (configuration not stated),-0.4,-21,0.0,7
CCn1cc(C(=O)O)c(=O)c2cc(F)c(N/N=C/c3ccccc3)cc21,-0.6,5,0.0,7
Cc1ccc(C2C3=C(Nc4ncnn42)c2ccccc2CCC3)cc1 (configuration not stated),0.5,-3,-0.3,-3
Nc1ccccc1NS(=O)(=O)c1ccc(F)cc1,-1.0,0,0.2,13
CC(=O)c1ccc(OC(=O)c2ccc([N+](=O)[O-])cc2)cc1,0.3,1,-0.1,10
Cc1ccnc2nc(C(=O)N3CCCSC3=Nc3cccc(C(F)(F)F)c3)nn12,1.2,-2,-0.1,-10
CCOC(=O)Nc1nc(CC(=O)N2CCN(c3ccc(F)cc3)CC2)cs1,-1.1,1,-0.2,-5
CCCCCCSc1nnc2c(n1)OC(c1ccsc1)N(C(C)=O)c1ccccc1-2 (configuration not stated),-1.5,11,0.4,8
CCCCCCc1cc2cc(-c3nnc(Nc4ccc(C)cc4)s3)c(=O)oc2cc1O,0.2,8,-0.1,1
COc1cccc2cc(C(=O)NCc3ccco3)c(=Nc3ccc(C(=O)O)cc3)oc12,2.0,46*,-0.2,-3
O=c1[nH]c2ccc(Cl)cc2c(-c2ccccc2)c1N1CCCCC1,0.2,-15,0.0,-5
O=C(NCc1ccccn1)c1cc([N+](=O)[O-])ccc1Cl,0.9,0,-0.1,-5
CCCCOc1ccc(C(=O)N/C(=C\c2ccc([N+](=O)[O-])cc2)C(=O)OC)cc1,2.1,0,-0.1,-3
CC(CCc1ccccc1)NC(=O)CCCn1c(=S)[nH]c2cc3c(cc2c1=O)OCO3 (configuration not stated),-1.0,-5,0.0,8
Cc1c(C(=O)Nc2ccc3c(c2)OCO3)sc2ncn(Cc3ccccc3Cl)c(=O)c12,0.1,0,0.0,-6
COc1ccc(-c2nnc(NC(=O)c3ccc(S(=O)(=O)N(C)C)cc3)s2)c(OC)c1,-0.1,6,0.2,2
Cc1ccc(NC(=O)c2cc3c(CO)cnc(C)c3oc2=O)cc1Cl,0.8,18,-0.1,4
c1ccc(OCc2nc3ccc(-c4cn[nH]c4)cc3s2)cc1,-1.5,-38,-0.1,1
CC1CCN(CCCNC(=O)CCn2nc(-c3ccccc3)ccc2=O)CC1,0.5,2,-0.1,4
COCCOC(=O)C1=C(C)NC2=C(C(=O)CCC2)C1c1ccc(OC)c(OC)c1OC (configuration not stated),0.3,0,0.2,20
O=C(COc1ccc([N+](=O)[O-])cc1)Nc1ccc(-c2nc3ccccc3o2)cc1,-1.5,-5,0.0,-9
O=c1[nH]cc(N=Cc2ccc([N+](=O)[O-])cc2)c(=O)[nH]1,6.5*,-9,0.0,-2
Cc1ccc(OC(=O)Nc2ccc(Br)c(Br)c2)cc1C,0.4,5,0.1,13
Nc1nnc(CC(=O)N/N=C\c2ccc(O)cc2)s1,0.1,-4,-0.7,0
CCOC(=O)c1[nH]c(C)c(C(=O)NCc2ccccc2)c1C,0.6,-9,-0.1,-1
N#C/C(=C\c1ccc(Sc2ncccn2)c([N+](=O)[O-])c1)C(=O)NCc1ccccc1,0.5,2,-0.4,-4
COCCOC(=O)c1c(C)oc2ccc(OCc3ccc(Cl)cc3)cc12,-2.7,2,0.2,13
COc1ccc(/C(C)=N/OCC(=O)Nc2sc3c(c2C#N)CCCC3)cc1OC,-2.0,10,0.0,13
CCOC(=O)c1c(NC(=O)c2ccc(Cl)cc2Cl)sc(C(N)=O)c1C,-0.3,-2,0.0,-8
CN1CCN(CCCNC(=O)c2cc(C(C)(C)C)nn2C)CC1,0.2,12,0.1,3
Cc1sc(-n2cccc2)c(C(=O)N2CCC(c3ccncc3)CC2)c1C,-0.9,1,0.8,15
O=C(O)c1cc2cccc3c2n(c1=O)CC3,1.1,-1,0.3,16
O=C(Cc1ccccc1)Nc1sc2c(c1C(=O)Nc1ccc(Cl)cc1)CCC2,0.0,2,-0.2,-4
COc1cc(/C=C/C(=O)N2CCN(Cc3ccccc3)CC2)cc(OC)c1OC,-0.6,2,0.1,5

# Reprinted at random: 2 entries already listed.
SMILES,GPR151 ag,TEAD-YAP block,FBW7 activator,MITF inh
CCNS(=O)(=O)c1ccc(NC(=O)CC(C)c2ccccc2)cc1 (configuration not stated),0.9,4,-0.1,9
Cc1ccc(C2C3=C(Nc4ncnn42)c2ccccc2CCC3)cc1 (configuration not stated),0.5,-3,-0.3,-3

# (listing goes on)
SMILES,GPR151 ag,TEAD-YAP block,FBW7 activator,MITF inh
CCOc1ccc(-c2[nH]nc3c2C(c2ccc(OCc4c(F)cccc4Cl)cc2)C(C#N)=C(N)O3)cc1OC (configuration not stated),0.4,-11,-0.4,5
Cc1nccc2[nH]c(=O)c(C(=O)NCCN3CCN(c4cccc(Cl)c4)CC3)cc12,-1.5,-3,-0.1,-15
CCc1ccc(N2C(=O)C3CC(c4ccccc4)=C4C5C=CC(C6C(=O)N(c7ccc(CC)cc7)C(=O)C56)C4C3C2=O)cc1 (configuration not stated),1.0,15,-0.3,6
O=c1cc(-c2ccc([N+](=O)[O-])cc2)oc2ccc(Cl)cc12,-0.5,4,0.4,8
COc1cccc(NC(=O)CSc2nc3ccccc3c(=O)n2CCCC(=O)NCc2ccco2)c1,-0.9,2,0.0,8
O=C(c1ccccc1)N(NC1=NS(=O)(=O)c2ccccc21)S(=O)(=O)c1ccc2ccccc2c1,0.0,-1,0.3,0
CC(C)(C)n1nnnc1SCC(=O)Nc1nn(-c2ccccc2)nc1C(N)=O,-0.6,12,0.3,39
CCOC(=O)c1c(NC(=O)CC(NC(=O)C(F)(F)F)c2ccccc2)sc2c1CCC2 (configuration not stated),0.7,-2,-0.1,-1
COc1ccc(C(=O)O)cc1S(=O)(=O)N1CCCC1,1.6,-4,-0.1,-4
O=P(O)(O)Cc1ccccc1-c1ccccc1CP(=O)(O)O,0.0,-5,-0.2,4
Cc1ccc(S(=O)(=O)/N=C2\C=CC(=O)C(Br)=C2)c(C)c1,0.4,3,0.6,-8
CCOc1ccc(N=C2SC(C(=O)Nc3ccccc3OC)CC(=O)N2CCc2ccccc2)cc1 (configuration not stated),-0.6,0,-0.1,-2
CCOC(=O)N1CCc2[nH]c3ccc(Cl)cc3c2C1,0.2,2,-0.1,-3
Cc1ccc(C(=O)CSc2nccn(-c3ccc(Cl)cc3)c2=O)cc1,1.8,1,0.0,-8
COC(=O)C1=C(C)NC(=S)NC1c1ccc(C(=O)O)cc1 (configuration not stated),4.1,-5,-0.1,-3
CCOc1cc2c(cc1OCC)C(C1CC=CCC1)NCC2 (configuration not stated),-0.8,-2,0.0,14
COc1ccc(S(=O)(=O)N2CCN(Cc3ccc(OC)cc3OC)CC2)cc1,0.2,5,0.1,38
COc1ccc(O)c(C(=O)c2cnc3nc(C(F)(F)F)nn3c2)c1,1.9,3,0.1,0
COc1ccc(C2C(C(=O)N3CCN(Cc4ccc5c(c4)OCO5)CC3)c3ccccc3C(=O)N2c2ccc(OC)cc2)cc1 (configuration not stated),-0.5,8,0.0,5
CC(C)OCCCNC(=O)c1nnc(-c2cccnc2)o1,-0.7,-15,0.1,4
Cn1c(NC(=O)c2ccco2)c(-c2cccc(Cl)c2)c(=O)c2ccccc21,0.5,5,-0.1,10
O=C(Nc1ccc(O)cc1)c1cc(S(=O)(=O)N2CCOCC2)ccc1Cl,0.6,-5,0.1,9
CSc1n[nH]c(NC(=O)c2cc(F)c(F)c(F)c2F)n1,-0.4,-1,0.0,-6
CCc1ccc(OCC(=O)NCc2ccc3c(c2)OCO3)c(Br)c1,0.7,-4,0.9,-14
COc1ccc(C(=O)NC(=S)Nc2nc(-c3ccccc3)cs2)cc1,0.6,1,-0.1,-6
O=CNc1cc([N+](=O)[O-])ccc1C(=O)O,-0.7,-3,0.1,15
O=S1(=O)N=C(Nc2ccc(N3CCCC3)c(Cl)c2)c2ccccc21,0.1,-11,0.0,9
CCN(CC)c1ccc(/C=C2\NC(=O)NC2=O)cc1,-1.7,5,0.0,7
O=C(COc1ccc([N+](=O)[O-])cc1)Nc1nccs1,-0.2,-13,0.1,3
CC(=O)Oc1ccc(Nc2nc3nonc3nc2Nc2ccccc2)cc1,1.5,-6,-0.5,12
CCn1c(=O)n(CC(=O)NC2CCCC(C)C2C)c(=O)c2ccccc21 (configuration not stated),-1.0,0,0.1,9
Cc1ccc(N2C(=O)CSC2c2ccccc2)cc1Cl (configuration not stated),-0.4,-1,0.7,9
COc1ccc(CC(=O)Nc2cc(C)ccc2O)cc1,0.5,-6,-0.2,-9
O=C(CCCCCn1nnc2ccccc2c1=O)NCc1ccc2c(c1)OCO2,1.7,5,-0.1,-3
COc1ccc(/C=C2/NC(=O)N(Cc3ccccc3F)C2=O)cc1Cl,1.2,13,0.0,7
CS(=O)(=O)N(CC(=O)N1CCOCC1)c1cc(C(F)(F)F)ccc1Cl,-0.7,5,0.2,-1
c1cncc(CNC2CCN(CCc3cccs3)CC2)c1,0.7,12,0.0,-7
CC(Oc1ccccc1)C(=O)O (configuration not stated),0.1,2,0.1,-3
CCn1c(Cc2ccccc2)nnc1SCCC(=O)O,0.2,1,-0.1,-11
O=C(/C=C/c1ccc2c(c1)OCO2)N1CCC2(CC1)OCCN2S(=O)(=O)c1ccc(Cl)cc1,0.6,15,0.0,-3

# Structures from the list above containing bromine, in the order listed:
SMILES,GPR151 ag,TEAD-YAP block,FBW7 activator,MITF inh
Cc1ccc(OC(=O)Nc2ccc(Br)c(Br)c2)cc1C,0.4,5,0.1,13
Cc1ccc(S(=O)(=O)/N=C2\C=CC(=O)C(Br)=C2)c(C)c1,0.4,3,0.6,-8
CCc1ccc(OCC(=O)NCc2ccc3c(c2)OCO3)c(Br)c1,0.7,-4,0.9,-14

# Reformatted as tab-separated lines: entries from further up
SMILES	GPR151 ag	TEAD-YAP block	FBW7 activator	MITF inh
O=S1(=O)N=C(Nc2ccc(N3CCCC3)c(Cl)c2)c2ccccc21	0.1	-11	0.0	9
CCN(CC)c1ccc(/C=C2\NC(=O)NC2=O)cc1	-1.7	5	0.0	7
O=C(COc1ccc([N+](=O)[O-])cc1)Nc1nccs1	-0.2	-13	0.1	3

# Carrying on:
SMILES,GPR151 ag,TEAD-YAP block,FBW7 activator,MITF inh
CN(C)c1ccc(-c2cnn3c(N4CCCCC4CCO)ccnc23)cc1 (configuration not stated),-0.8,17,0.4,29
Cc1ccc(C(=O)NNC(=O)c2cccc(Cl)c2)cc1S(=O)(=O)N1CCCCC1,1.1,-3,-0.1,-6
CCOC(=O)C1=C(C)NC2=C(C(=O)CC(C)(C)C2)C1c1cccc(F)c1 (configuration not stated),-0.8,9,-0.1,0
COC(=O)N1CCC(C(=O)N(C)C(c2ccc(F)cc2)c2ncccc2C)CC1 (configuration not stated),-0.7,-6,-0.5,-6
N#CC1C(=O)NC(=O)C(C(N)=S)C12CCCCC2 (configuration not stated),2.2,-1,0.1,17
COc1ccc(NC(=O)CN2C(=O)COc3ccc(C)cc32)c(OC)c1,-0.7,1,0.0,-5
COc1ccc(C(=O)C(CCCCC(CN(C)C)C(=O)c2ccc(OC)cc2)CN(C)C)cc1 (configuration not stated),0.0,1,0.1,11
CCC(=O)N(CCO)Cc1cc2cc(C)ccc2[nH]c1=O,0.1,4,0.1,7
COCCn1c2ccccc2n2c(=O)n(CC=C(C)C)nc12,-0.5,-1,0.0,-4
O=[N+]([O-])c1ccc(Nc2cc(Nc3ccc(O)cc3)c3nonc3c2[N+](=O)[O-])c(O)c1,0.0,-11,-0.5,18
CCOC(=O)C1(Cc2cccc(OC)c2)CCN(Cc2nccn2CC)CC1,3.6,-4,0.0,11
CC1CCCN(S(=O)(=O)c2ccc(S(=O)(=O)n3cnc4ccccc43)cc2)C1 (configuration not stated),0.0,4,0.0,3
CCS(=O)(=O)C1=NN2C(=N)/C(=C\c3ccc(OC)cc3)C(=O)N=C2S1,-0.2,9,0.0,2
Cn1c(CCCNC(=O)C(C)(C)C)nc2ccccc21,-1.8,-10,-0.1,3
CCN1CCN(S(=O)(=O)c2cccc(S(=O)(=O)N3CCCC3)c2)CC1,-0.6,-1,0.3,24
COc1ccc(-c2nc3nc[nH]c(=O)c3nc2-c2ccc(OC)cc2)cc1,0.7,8,0.1,3
CCCS(=O)(=O)N1CCN(C(=O)COc2ccccc2)CC1,-0.3,-5,0.0,6
O=[N+]([O-])c1ccc(Nc2nc(-c3ccccc3)cs2)cc1,6.1*,-36,0.6,23
CCCC(=O)Nc1c(-c2ccccc2)nc2ccccn12,-0.4,-1,0.2,0

# The order is random; any-hit rate near 3.4%.
